p53 reactivation = re-activators of mutant p53; 0.063% of 320,000 active; AID 504706; H1299 p53-A138V BP100-luciferase reporter, luminescence, 24 h; Potency, µM (top dose mostly 92.2 µM), for the others: at the top dose activity change, positive = activation, actives largely listed as activators; note: potency is the fitted concentration of half-maximal effect; % of control where 0% means no effect; nearly all actives have a fitted effect of over 45% in size
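p53-null H1299 cells stably carrying temperature-sensitive p53-A138V and a BP100-luciferase reporter were pinned with compounds (4-point, 1:5 series) and held 24 hrs at 37 deg C. Luminescence was read 10 min after detection reagent.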
Rab9 prom act = Rab9 promoter activation; Huh7 Rab9 promoter-luciferase reporter, luminescence, 24 h; Potency, µM (doses to about 9.22 µM), inactives show at the highest dose activation, negative = inhibition, usual class: activators; 2.8% of 320,000 active; AID 485297; note: potency is the fitted concentration of half-maximal effect; % of control where 0% means no effect; nearly all actives have a fitted effect of over 60% in size
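Luciferase signal after 10 min detection reagent at ambient indicates Rab9 promoter upregulation; stably transfected Huh7 cells were treated 24 h with compound in DMSO at 37 °C, 5% CO2.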
ELG1 genotox = inducers of genotoxicity in HEK293T ELG1-luciferase cells. HEK293T ELG1-luciferase reporter, luminescence, 16 h. Potency, µM (series often up to 46 µM), for inactives: top-dose activity change, positive = activation, usual class: activators. AID 504466. 1.3% of 330,000 active; note: potency is the fitted concentration of half-maximal effect; % of control where 0% means no effect; nearly all actives have a fitted effect of over 60% in size
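After overnight (16 hr) compound treatment at 37 °C, ELG1-luciferase HEK293T cells were lysed with ONE-Glo; luminescence quantified 30 min later at room temperature.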
BRCA1 expr act = increases BRCA1 expression. AID 624202. MCF7-BRCA1-FFLuc reporter, luminescence, 48 h; response scale: scaled: vehicle 0%, 10 µM genistein 100%. 1.1% of 380,000 active. Potency, µM (doses to about 46.1 µM), inactives show top-dose activation, hits mostly activators; note: potency is the fitted concentration of half-maximal effect; nearly all actives have a fitted effect of over 80% in size; some results filed as inactive show a strong effect at the top dose
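MCF7-BRCA1-FFLuc, 2000 cells/well; 2 h attach, 37 °C/5% CO2; compound 48 h; luciferase substrate 15 min; luminescence end-point. Norm. to genistein 10 microM max activation and DMSO; concentration-response curves fitted.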
NPC1 promoter act = activates the NPC1 promoter; AID 485313; Huh7 NPC1 promoter luciferase reporter, 24 h; Potency, µM (titrated, usually from 9.22 µM), inactives show top-dose activation, most hits filed as activators; 2.4% of 320,000 active;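 note: potency is the fitted concentration of half-maximal effect; % of control where 0% means no effect; nearly all actives have a fitted effect of over 60% in size; reporter is driven by a mutant NPC1 promoter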
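Stable NPC1-promoter luciferase Huh7 line; cpd (DMSO) 24 h, 37 °C, 5% CO2; Amplite luciferase reagent 10 min RT; luminescence readout. qHTS format.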
TRPV1 ag = activates the human vanilloid receptor TRPV1; AID 540275; Q8NER1; activation, % at 8.33 µM; TRPV1-expressing cells, Fluo-8 calcium influx, agonist mode; 0.19% of 320,000 active; in the data active = activation above about 80%; inconclusive = between about 30% and that limit; note: 0% is about no effect
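TRPV1-expressing cells were cultured overnight at 35.5C and loaded with Fluo-8 calcium dye for 40 to 90 min at room temperature. After a 10 s baseline, compound was added and calcium influx was read kinetically for 3 min (ex 480/em 520 nm).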
VP16 counter = Gal4-VP16 reporter inhibition counter-screen. Drosophila S2 Gal4-VP16 UAS-luciferase, luminescence, 20 h. Potency, µM (doses to about 53.6 µM), inactives show at the top dose activity, negative = inhibition, most hits filed as inhibitors. 3.5% of 310,000 active;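 note: Gal4-VP16 expression switched on by copper sulfate through the metallothionein promoter; potency is the fitted concentration of half-maximal effect; % is set by controls: 0 for no effect and ±100 for the full control effect; nearly all actives have a fitted effect of over 50% in size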
ELG1 repair inh = blocks ELG1-dependent DNA repair in HEK293T cells; HEK293T ELG1-luciferase reporter, luminescence, 16 h; DNA damage induced by 5-fluorouridine; Potency, µM (top dose mostly 46.1 µM), inactives show top-dose activity change, negative = inhibition, hits mostly inhibitors; 2.3% of 330,000 active; note: potency is the fitted concentration of half-maximal effect; % is set by controls: 0 for no effect and ±100 for the full control effect; nearly all actives have a fitted effect of over 55% in size
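HEK293T cells expressing luciferase-tagged ELG1 (2,000/well) received 5-Fluorouridine plus compound or DMSO for 16 hr at 37 °C. Luciferase was read by ONE-Glo luminescence after 30 min at room temperature.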
RORgamma inh = ROR gamma (mouse) transcription inhibition; P51450; Drosophila S2 Gal4-RORgamma UAS-luciferase reporter, 20 h; Potency, µM (doses to about 53.6 µM), for the others: at the highest dose activity change, negative = inhibition, usual class: inhibitors; 5.4% of 310,000 active; AID 2551; note: potency is the fitted concentration of half-maximal effect; % is set by controls: 0 for no effect and ±100 for the full control effect; nearly all actives have a fitted effect of over 60% in size
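ROR gamma transcriptional activity was tracked as Gal4-UAS luciferase output in stably transfected Drosophila Schneider cells, with compound added 1 hr before 700 uM copper sulfate induction and a 20 hr ambient-temperature incubation.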
Tb PFK block = blocks T. brucei phosphofructokinase; O15648; T. brucei PFK, ADP-Glo luminescence; Potency, µM (highest dose often 57.5 µM), for the others: at the highest dose activity, negative = inhibition, most hits filed as inhibitors; 0.17% of 330,000 active; AID 485367;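 note: potency is the fitted concentration of half-maximal effect; 0% = uninhibited 1x PFK enzyme wells and -100% = no-enzyme wells; nearly all actives have a fitted effect of over 60% in size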
Target sequence (O15648 whole entry, looked up): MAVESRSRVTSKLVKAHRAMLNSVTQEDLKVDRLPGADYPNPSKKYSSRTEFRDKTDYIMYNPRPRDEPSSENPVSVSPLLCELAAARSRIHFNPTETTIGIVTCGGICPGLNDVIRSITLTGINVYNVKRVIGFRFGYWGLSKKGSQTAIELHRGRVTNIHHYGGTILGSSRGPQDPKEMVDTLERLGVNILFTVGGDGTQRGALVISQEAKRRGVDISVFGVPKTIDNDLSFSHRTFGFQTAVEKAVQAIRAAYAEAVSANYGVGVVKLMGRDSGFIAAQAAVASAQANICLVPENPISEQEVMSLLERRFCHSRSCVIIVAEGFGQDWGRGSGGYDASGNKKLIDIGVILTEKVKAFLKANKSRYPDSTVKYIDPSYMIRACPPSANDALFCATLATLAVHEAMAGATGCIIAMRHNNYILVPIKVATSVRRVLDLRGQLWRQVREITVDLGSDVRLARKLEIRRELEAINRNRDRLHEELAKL
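Activity is normalized to no-enzyme wells (full inhibition) and 1.25 nM enzyme wells (no inhibition). Reaction: 0.5 mM F6P, 0.1 mM ATP, 45 min RT, ADP-Glo luminescence; concentration-response curves fitted and classed by quality.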
FLuc counter = counter-screen for miR-21 project: firefly luciferase inhibitors or activators; AID 588342; P08659; purified FLuc, Km substrates, luminescence inhibition; Potency, µM (top dose mostly 57.5 µM), for inactives: top-dose activity change, negative = inhibition, actives largely listed as inhibitors; 6.9% of 360,000 active;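 note: potency is the fitted concentration of half-maximal effect; plate controls were vehicle for no effect and reference inhibitor for full effect; nearly all actives have a fitted effect of over 55% in size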
Target sequence (P08659 whole entry, looked up): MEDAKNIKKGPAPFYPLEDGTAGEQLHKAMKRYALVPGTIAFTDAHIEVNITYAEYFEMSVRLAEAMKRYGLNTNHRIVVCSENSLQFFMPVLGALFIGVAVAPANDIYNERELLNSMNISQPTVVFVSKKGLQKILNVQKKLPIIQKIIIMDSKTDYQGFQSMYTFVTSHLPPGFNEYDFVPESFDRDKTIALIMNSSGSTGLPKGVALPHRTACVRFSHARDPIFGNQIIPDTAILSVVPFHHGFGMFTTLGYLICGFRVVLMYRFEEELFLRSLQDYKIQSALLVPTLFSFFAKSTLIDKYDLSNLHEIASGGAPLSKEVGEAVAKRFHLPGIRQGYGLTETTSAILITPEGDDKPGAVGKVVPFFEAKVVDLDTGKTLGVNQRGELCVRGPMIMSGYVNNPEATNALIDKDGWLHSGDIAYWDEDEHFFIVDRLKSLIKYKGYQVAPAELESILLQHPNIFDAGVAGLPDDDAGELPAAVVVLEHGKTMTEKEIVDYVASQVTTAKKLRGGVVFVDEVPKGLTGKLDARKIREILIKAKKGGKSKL
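Purified P. pyralis luciferase, 10 nM final, with Km-level 10 uM D-luciferin and 10 uM ATP in 50 mM Tris acetate pH 7.5, 10 mM Mg acetate, 0.01% Tween-20, 0.05% BSA; 6-point qHTS titration about 60 µM downward; luminescence read.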
Numbers without * were called inactive. Unless noted, calls come from the whole dose curve; as a rule, active = well fitted curve in the direction sought with a large enough effect; inconclusive = small, poorly fitted or top-dose-only effect, or another doubt; inactive = no such curve, though single readings can be large; an effect the other way counts as inactive or inconclusive.

How did CC(=O)NC(CCS(C)(=O)=O)C(=O)Nc1cccc2ccccc12 (stereo not given) do in these assays?
p53 reactivation: -2%; Rab9 prom act: -3%; ELG1 genotox: -7%; BRCA1 expr act: 2%; NPC1 promoter act: -4%; TRPV1 ag: -5; VP16 counter: 9%; ELG1 repair inh: inconclusive; RORgamma inh: -29%; Tb PFK block: 0%; FLuc counter: 0%

Results for COc1cccc2c1OCC(CN1CCN(CCC(C)C)C(CCO)C1)=C2 (stereo not given) ?
p53 reactivation: 2%; Rab9 prom act: 1%; ELG1 genotox: -4%; BRCA1 expr act: -20%; NPC1 promoter act: -1%; TRPV1 ag: 0; VP16 counter: -5%; ELG1 repair inh: 9%; RORgamma inh: -13%; Tb PFK block: 3%; FLuc counter: -1%

What do the screens show for `COc1ccccc1NS(=O)(=O)c1ccc(C(=O)N2CCN(c3ccccc3O)CC2)cc1`?
p53 reactivation: -1%; Rab9 prom act: -6%; ELG1 genotox: -8%; BRCA1 expr act: -35%; NPC1 promoter act: -1%; TRPV1 ag: 6; ELG1 repair inh: inconclusive; Tb PFK block: 2%; FLuc counter: -1%

Results for COc1ccc(-c2c(C)oc3c(CN4CCCC(C)C4)c(O)ccc3c2=O)cc1OC (stereo not given) ?
p53 reactivation: -7%; Rab9 prom act: -2%; ELG1 genotox: 1%; BRCA1 expr act: -24%; NPC1 promoter act: -4%; TRPV1 ag: -2; VP16 counter: -8%; ELG1 repair inh: 6%; RORgamma inh: 16%; Tb PFK block: -9%; FLuc counter: -2%

How did Cc1cc(C)c2c(N)c(C(=O)N3CCN(c4ncccn4)CC3)sc2n1 do in these assays?
p53 reactivation: inconclusive; Rab9 prom act: 11%; ELG1 genotox: 18%; BRCA1 expr act: inconclusive; NPC1 promoter act: 19%; TRPV1 ag: 7; VP16 counter: 16%; ELG1 repair inh: -6%; RORgamma inh: 41%; Tb PFK block: -3%; FLuc counter: inconclusive

What do the screens show for `O=C(O)CCCC(=O)N(Cc1ccccc1)Cc1ccccc1`?
p53 reactivation: -5%; Rab9 prom act: 2%; ELG1 genotox: -1%; BRCA1 expr act: 7%; NPC1 promoter act: -1%; TRPV1 ag: 4; VP16 counter: -7%; ELG1 repair inh: 7%; RORgamma inh: -2%; Tb PFK block: -6%; FLuc counter: -1%

Results for Cc1c(NC(=O)Cn2nc(C(F)(F)F)c3c2CCCC3)c(=O)n(-c2ccccc2)n1C ?
p53 reactivation: 13%; Rab9 prom act: -2%; ELG1 genotox: 1%; BRCA1 expr act: -6%; NPC1 promoter act: -3%; TRPV1 ag: -3; VP16 counter: 14%; ELG1 repair inh: 0%; RORgamma inh: 57%; Tb PFK block: -9%; FLuc counter: 1%

Results for CCOC(=O)Cn1nnc(-c2ccc(S(C)(=O)=O)cc2)n1 ?
p53 reactivation: 3%; Rab9 prom act: 3%; ELG1 genotox: 0%; BRCA1 expr act: -1%; NPC1 promoter act: -2%; TRPV1 ag: 2; VP16 counter: -1%; ELG1 repair inh: 6%; RORgamma inh: -3%; Tb PFK block: 1%; FLuc counter: 0%

What do the screens show for `O=C(CN1C(=O)NC2(CCCCC2)C1=O)Nc1ccc2c(c1)OCCCO2`?
Rab9 prom act: 3.2µM*; ELG1 genotox: inconclusive; BRCA1 expr act: 5µM*; NPC1 promoter act: 3.2µM*; TRPV1 ag: 5; ELG1 repair inh: inconclusive; Tb PFK block: 0%; FLuc counter: 12µM*

What do the screens show for `Cc1nc(SCC(=O)Nc2ccc(F)cc2)c(C#N)c(C)c1CC(=O)c1ccc(Br)cc1`?
p53 reactivation: -1%; Rab9 prom act: -15%; ELG1 genotox: -5%; BRCA1 expr act: -51%; NPC1 promoter act: -13%; TRPV1 ag: 0; VP16 counter: inconclusive; ELG1 repair inh: 0%; RORgamma inh: 9%; Tb PFK block: 4%; FLuc counter: 1%

How did O=C(NCC1OCCc2ccccc21)c1ccco1 (stereo not given) do in these assays?
p53 reactivation: 15%; Rab9 prom act: inconclusive; ELG1 genotox: 17%; BRCA1 expr act: -38%; NPC1 promoter act: 20%; TRPV1 ag: 7; VP16 counter: 4%; ELG1 repair inh: 30%; RORgamma inh: 14%; Tb PFK block: 0%; FLuc counter: -18%

What do the screens show for `CCn1c(=O)c2c(nc3n2CCCN3CCc2ccc(OC)c(OC)c2)n(C)c1=O`?
p53 reactivation: -5%; Rab9 prom act: -3%; ELG1 genotox: -4%; BRCA1 expr act: -6%; NPC1 promoter act: -1%; TRPV1 ag: 6; VP16 counter: -11%; ELG1 repair inh: inconclusive; RORgamma inh: 11%; Tb PFK block: -17%; FLuc counter: 0%

Results for CC(C)OC(=O)CC1C(=O)NCCN1C(=O)COc1ccc(C(C)(C)C)cc1 (stereo not given) ?
p53 reactivation: -3%; Rab9 prom act: 0%; ELG1 genotox: -1%; BRCA1 expr act: -14%; NPC1 promoter act: -3%; TRPV1 ag: -1; VP16 counter: 3%; ELG1 repair inh: 9%; RORgamma inh: 20%; Tb PFK block: 1%; FLuc counter: 3%

Results for CCCNC(=O)C1CC(c2ccc(C(F)(F)F)cc2)=NO1 (stereo not given) ?
p53 reactivation: 5%; Rab9 prom act: -2%; ELG1 genotox: 6%; BRCA1 expr act: 10%; NPC1 promoter act: -3%; TRPV1 ag: inconclusive; VP16 counter: 13%; ELG1 repair inh: inconclusive; RORgamma inh: 2%; Tb PFK block: 5%; FLuc counter: -1%

Results for CCCN(CCC)c1nc(C)cc(C(C#N)c2nc3ccccc3o2)n1 (stereo not given) ?
p53 reactivation: 5%; Rab9 prom act: -3%; ELG1 genotox: 0%; NPC1 promoter act: -3%; TRPV1 ag: 1; VP16 counter: 1%; ELG1 repair inh: 9%; RORgamma inh: -4%; Tb PFK block: -1%; FLuc counter: 0%

Results for COc1cc(/C=N/NC(=O)c2ccc(-c3ccccc3)cc2)cc(OC)c1OC ?
p53 reactivation: -12%; Rab9 prom act: 13%; ELG1 genotox: -7%; BRCA1 expr act: 13%; NPC1 promoter act: 9%; TRPV1 ag: 23; VP16 counter: -7%; ELG1 repair inh: 16µM*; RORgamma inh: -36%; Tb PFK block: -6%; FLuc counter: 11µM*

How did COc1ccc(/C=C/C(=O)N(C)C2CCS(=O)(=O)C2)cc1OC (stereo not given) do in these assays?
p53 reactivation: -12%; Rab9 prom act: -9%; ELG1 genotox: 4%; BRCA1 expr act: -5%; NPC1 promoter act: -5%; TRPV1 ag: -1; VP16 counter: -22%; ELG1 repair inh: 10%; RORgamma inh: -4%; Tb PFK block: inconclusive; FLuc counter: -1%

How did COc1ccc(C(C)=O)cc1COC(=O)CSCC(=O)Nc1ccc(C)cc1 do in these assays?
p53 reactivation: 1%; Rab9 prom act: 0%; ELG1 genotox: 0%; BRCA1 expr act: -7%; NPC1 promoter act: -5%; TRPV1 ag: 0; ELG1 repair inh: 18%; Tb PFK block: -23%; FLuc counter: -9%

What do the screens show for `COCCCN(C(=O)CCOc1ccc(C(C)(C)C)cc1)c1c(N)n(Cc2ccccc2)c(=O)[nH]c1=O`?
p53 reactivation: -8%; Rab9 prom act: -4%; ELG1 genotox: -1%; BRCA1 expr act: -28%; NPC1 promoter act: 0%; TRPV1 ag: 4; ELG1 repair inh: -4%; Tb PFK block: -1%; FLuc counter: 3%

Results for O=C(Cc1cccs1)N1CCN(S(=O)(=O)c2ccc(Br)cc2)CC1 ?
p53 reactivation: 1%; Rab9 prom act: 1%; ELG1 genotox: -1%; BRCA1 expr act: -3%; NPC1 promoter act: -2%; TRPV1 ag: 10; VP16 counter: -8%; ELG1 repair inh: -1%; RORgamma inh: 68%; Tb PFK block: -5%; FLuc counter: 2%

How did Cn1nnnc1SCC(=O)N1c2ccccc2Sc2ccccc21 do in these assays?
p53 reactivation: 2%; Rab9 prom act: -2%; ELG1 genotox: -2%; BRCA1 expr act: -15%; NPC1 promoter act: 1%; TRPV1 ag: 11; VP16 counter: 2%; ELG1 repair inh: -6%; RORgamma inh: 6%; Tb PFK block: -3%; FLuc counter: -1%

Looked up by structure from above:
How did O=C(NCC1OCCc2ccccc21)c1ccco1 (stereo not given) do in these assays?
p53 reactivation: 15%; Rab9 prom act: inconclusive; ELG1 genotox: 17%; BRCA1 expr act: -38%; NPC1 promoter act: 20%; TRPV1 ag: 7; VP16 counter: 4%; ELG1 repair inh: 30%; RORgamma inh: 14%; Tb PFK block: 0%; FLuc counter: -18%

Results for Cc1c(NC(=O)Cn2nc(C(F)(F)F)c3c2CCCC3)c(=O)n(-c2ccccc2)n1C ?
p53 reactivation: 13%; Rab9 prom act: -2%; ELG1 genotox: 1%; BRCA1 expr act: -6%; NPC1 promoter act: -3%; TRPV1 ag: -3; VP16 counter: 14%; ELG1 repair inh: 0%; RORgamma inh: 57%; Tb PFK block: -9%; FLuc counter: 1%
